Screens deposited in PubChem by several laboratories.
MT stabilizer – microtubule stabilization, imaging screen | % tubulin-high responders, % at 10 µM | 200,000 compounds, 0.83% hits | HeLa tubulin immunostaining HCS, 24 h; share of cells brighter than vehicle mean+2SD | AID 2205;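 active = plate Z-score above 3 for both tubulin-high and condensed-nucleus cell shares, with cell loss under 80%, at 10 µM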;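 also: anti alpha tubulin signal scored within the nucleus-defined area of each cell; some results filed as inactive read as strong as hits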
Dynein cargo inh – blocks dynein driven cargo transport along microtubules; 220,000 compounds, 0.47% hits; 3617.4 mouse cells, GR-EGFP nuclear translocation imaging; test concentration mostly 20 µM; stimulated with dexamethasone, 1 µM; stronger effect = lower value; AID 1381; z-score, hits read low;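 active = plate z-score of nuclear minus cytoplasmic receptor signal below a set negative limit, without overly bright fluorescence or cell loss, cut at about -3.5 in these data, passing the limit was not always enough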;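 also: z-score of nuclear minus cytoplasmic ring GR-EGFP intensity difference per well; some compounds called inactive have numbers as strong as hits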
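Buffer or medium: tet-free, stripped-serum medium; Also added: dexamethasone, 1.0 µM final; Technique: high-content fluorescence imaging after fixation; Times: 48 h induction, 1 h compound, 30 min dex at 37 °C; Read-out: per-cell GR-EGFP intensity, nucleus versus surrounding cytoplasmic ring, well-averaged.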
bCat nuc transl – alters nuclear translocation of beta-catenin in HeLa cells; AID 1665; 190,000 compounds, 0.3% hits; immunofluorescence imaging; nuclear translocation activity, % at 5 µM;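 active = nuclear translocation activity above 50% at 5 µM, with a well cell count of 50 or more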;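 also: per-cell ratio of nuclear to cytoplasmic median beta-catenin stain intensity; plate controls were DMSO negative control for no effect and GSK-3 inhibitor IX positive control for full effect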
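Test system: human HeLa cells, native beta-catenin. Compound dosing: 5 µM primary single dose, 0.1% DMSO, 0.02–20 µM confirmation series. Incubation: compound exposure 24 h at 37°C. Detection: beta-catenin immunostaining with DAPI counterstain, 20x imaging, 6 fields/well. Read-out basis: Nuclear/cytoplasmic beta-catenin signal ratio, % activation.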
Lipid droplet – modulators of hepatic lipid droplet formation | 240,000 compounds, 0.4% hits | inhibition, % at 6.5 µM | AML12 mouse hepatocytes, oleate lipid droplets, BODIPY imaging;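 active = lipid droplet intensity inhibited by at least 50%, with more than 500 cells counted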
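Test system: AML12 hepatocytes (mouse); reagent: oleate loading, 100 µM; dosing: one dose, 6.5 µM compound; incubation: overnight exposure; signal: fluorescence imaging, 20x objective, two fields per well; read-out basis: % inhibition of corrected integrated BODIPY droplet signal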
CSM14.1 death rescue – rescue of cells from ER stress-induced death, primary screen, 384-well, CSM14.1, thapsigargin, ATP luminescence (AID 1222); CSM14.1 thapsigargin-induced death rescue, ATP luminescence; higher % means a stronger effect; one-dose cellular ATP content (survival), % at 20 µM; EC50 in µM for titrated hits; 190,000 tested, under 10 active;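 active = EC50 below 50 µM in the dose-response confirmation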;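 also: death triggered by thapsigargin at about 15 µM added after 2 h compound pretreatment; cell ATP read after overnight thapsigargin exposure of roughly 18 to 22 hours; normalized against plate controls of thapsigargin alone and 5% DMSO vehicle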
WT yeast gro inh – growth inhibition of WT yeast, mitochondrial fusion screen | 190,000 compounds, 2.1% hits | AID 1362 | mitochondrial fusion phenotypic screen, WT strain | inhibition, % at 10 µM; in the data active = inhibition above about 58%; tested in S. cerevisiae
XIAP displacement – small molecules displacing peptide from XIAP – biochemical, IAP family, fluorescence polarization (AID 1018) | XIAP BIR domain, fluorescence polarization peptide displacement; higher % means a stronger effect | displacement, % at 20 µM; hits with a dose series show IC50 in µM | 200,000 compounds, 0.007% hits; in the data active = displacement above about 50%; also: a part of the inactive calls stands beside numbers as strong as those of hits
Insulin prom up – MIN6 insulin promoter up-regulation | MIN6 insulin promoter-GFP reporter, high-content imaging; stronger effect = higher value | z-score at 5 µM | 190,000 compounds, 0.3% hits;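 active = z-score above 3 at 5 µM with at least 500 cells counted in the well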
Autophagy mod – alters autophagy in cells; calls only at 10 µM (by protocol); MEF GFP-LC3 puncta imaging; test concentration mostly 10 µM; 190,000 compounds, 0.98% hits; AID 463193;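 active = percentage of spot-positive cells more than 3 SD above its plate mean, without a fluorescence outlier flag or 80% toxicity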;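 also: spot-positive cell cutoff set from DMSO-treated cells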
WT yeast gro inh mutant strain – also measured in WT yeast gro inh; calls as there; inhibition, %; mitochondrial fusion phenotypic screen, mutant strain inhibition
Dynein cargo inh cytoplasmic EGFP – recorded beside Dynein cargo inh, whose call it bears; z-score; measured here: cytoplasmic GR-EGFP intensity; stronger effect = higher value
Dynein cargo inh nuclear GR-EGFP – second read-out of Dynein cargo inh, no call of its own (marks repeat the call); z-score; measured here: nuclear GR-EGFP intensity;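 lower value marks the stronger effect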
Dynein cargo inh cell count – second read-out of Dynein cargo inh, no call of its own (marks repeat the call); z-score; measured here: cell count per field
Insulin prom up cell count – second read-out of Insulin prom up, no call of its own (marks repeat the call); cell count; measured here: cytotoxicity, nuclei count;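 total cells summed across four imaged fields per well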
Lipid droplet cells 6.5 µM – recorded beside Lipid droplet, whose call it bears; cell count; measured here: cell count, cytotoxicity flag;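 cells counted across two imaged fields per well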
bCat nuc transl cell count 5 µM – second read-out of bCat nuc transl, no call of its own (marks repeat the call); cell count; measured here: cell count, cytotoxicity flag
MT stabilizer Hoechst-high % – also measured in MT stabilizer; calls as there; % Hoechst-high responders; measured here: nuclear condensation Hoechst responders;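 share of cells brighter than vehicle mean plus two SD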
MT stabilizer cytotoxicity % – recorded beside MT stabilizer, whose call it bears; toxicity, %; measured here: cytotoxicity by cell density;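 0% = mean cell density of plate MIN control wells and 100% = no cells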
Autophagy mod cell loss 18 h – also measured in Autophagy mod; calls as there; toxicity, %; measured here: cell loss, nuclei count;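 cell loss after 18 h compound exposure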
The depositor's hits bear a star; i = inactive; nt = no result given; + = active, no number.

Fields: MT stabilizer, MT stabilizer Hoechst-high %, MT stabilizer cytotoxicity %, Dynein cargo inh, Dynein cargo inh cytoplasmic EGFP, Dynein cargo inh nuclear GR-EGFP, Dynein cargo inh cell count, bCat nuc transl, bCat nuc transl cell count 5 µM, Lipid droplet, Lipid droplet cells 6.5 µM, CSM14.1 death rescue, WT yeast gro inh, WT yeast gro inh mutant strain, XIAP displacement, Insulin prom up, Insulin prom up cell count, Autophagy mod, Autophagy mod cell loss 18 h
> CCc1ccc(N2C(=O)CC(N3CCC(C(=O)OC)CC3)C2=O)cc1 (stereo not drawn)
→ 2.3, 2.1, 6.1, -0.45, -0.22, 0.01, 1.1, -11, 1250, -5, 725, 3.4%, -9, -29, -1.7%, 0.05, 848, i, 6
> CN(C)S(=O)(=O)N1CCN(c2ccccc2Cl)CC1
→ 1.9, 1.5, 11, -0.12, -0.047, -0.13, -0.17, -14, 1164, 6, 787, -0.8%, -3, -7, -5.3%, nt, nt, i, -13
> CCn1c(Cc2ccccc2)nnc1SCC(=O)Nc1nc(C)c(C)s1
→ 1.8, 1.6, 1.9, -0.44, -0.17, -0.32, 0.29, 1.0, 1058, 1, 650, 0.2%, 12, 14, -9.3%, -0.39, 831, i, 6
> O=C(CCn1nnc(-c2cccs2)n1)NCc1ccccc1Cl
→ 2.4, 1.0, 4.3, 1.1, -0.16, 0.25, -0.44, 3.9, 1201, 2, 778, 1.6%, -6, -8, -2.8%, 0.22, 1138, i, 0
> O=C(NCCc1c[nH]c2ccccc12)C1Cc2ccccc2CN1C(=O)c1ccco1 (stereo not drawn)
→ 2.0, 1.3, 9.9, -0.6, -0.21, -0.39, 0.75, -6.6, 774, nt, nt, 0.0%, 6, 6, -0.9%, -0.24, 1174, i, 2
> CCCCCC1CC(CC#CCN2CCOCC2)C(=O)O1 (stereo not drawn)
→ 3.9, 2.3, 8.1, -1.2, -0.17, -0.054, 0.092, 2.1, 1140, -8, 740, -2.1%, -7, -10, -0.6%, 1.2, 1195, i, 1
> CCOC(=O)c1[nH]nc(C(=O)c2ccc(Br)cc2)c1O
→ 5.8, 3.3, 10, -0.61, -0.23, -0.17, 0.75, -1.9, 979, nt, nt, 0.0%, 23, 38, 1.9%, 0.01, 1529, i, -5
> O=C(C1CCN(Cc2ccccc2)CC1)N1CCN(C/C=C/c2ccccc2)CC1
→ 2.3, 3.5, 7.0, 0.41, -0.17, -0.14, 0.35, -1.3, 523, 6, 630, 3.0%, -14, -26, -1.9%, -0.07, 1263, +, -14*
> CCOC(=O)N1CCN(CCC(=O)Nc2cc(C)ccc2OC)CC1
→ 1.4, 1.3, 5.8, -0.0029, -0.31, 0.12, 0.31, -0.5, 1585, -4, 659, -0.4%, -14, -4, 0.5%, 0.55, 1423, i, -5
> O=C(c1ccccc1-n1cccn1)N1CCc2c([nH]c3ccccc23)C1c1ccccn1 (stereo not drawn)
→ 3.9, 1.4, 5.3, -0.56, -0.27, -0.14, 0.63, 0.5, 1096, -11, 659, -1.3%, 22, 17, -3.0%, -1.2, 1336, i, 22
> Cc1cccc(N=C2Sc3nc4c(C)c(C)ccc4cc3CN2CCN2CCOCC2)c1
→ 4.1, 1.4, 7.7, 0.17, -0.19, 0.4, 0.38, -2.5, 1418, nt, nt, 2.4%, 11, 19, -0.8%, -2, 1167, i, -23
> CSCCC(NS(=O)(=O)c1ccc(Cl)cc1)C(=O)O (stereo not drawn)
→ 2.4, 2.2, 8.0, 0.18, -0.29, -0.42, 0.37, 1.8, 1068, 23, 693, -0.7%, -10, -23, -4.5%, 0.97, 1217, i, -10
> Clc1ccc(N=c2ssnc2Cl)nc1
→ 3.5, 2.9, 4.4, -3.5*, 2.6*, -2*, -1.9*, 0.3, 1608, 18, 722, 4.4%, 69*, 67*, 4.3%, 2.6, 1194, i, 4
> COCCCNC(=O)c1c(N)n(-c2ccccc2)c2nc3ccccc3nc12
→ nt, nt, nt, -0.86, -0.25, -0.39, 0.59, 0.3, 1358, 12, 745, nt, nt, nt, nt, 0.46, 1107, nt, nt
> COc1ccc(NC(=O)CC2C(=O)N(C)C(=S)N2CCc2ccccc2F)cc1 (stereo not drawn)
→ 1.8, 2.9, 9.6, 0.2, -0.31, 0.31, -0.82, 0.2, 1501, 2, 702, -2.8%, 6, 5, -7.1%, -1.2, 1472, i, -16
> Cc1ccc(Sc2ncnc(N)c2[N+](=O)[O-])cc1
→ 5.1, 3.5, 4.1, -0.89, -0.05, -0.2, 0.13, 2.2, 1080, 5, 617, -1.8%, -9, -1, -6.6%, -0.77, 1365, i, -6
> CCc1nnc(NC(=O)c2sc3nc4cc(C)ccc4cc3c2N)s1
→ 2.5, 1.7, 4.4, -2, 2.6, 0.22, 0.58, -2.1, 1364, nt, nt, -2.3%, 0, 4, -7.2%, 2.4, 1375, i, -25
> CCOC(=O)c1c(C)nc2cc(C)cc(C)n12
→ 6.1, 3.1, 1.0, -0.56, -0.22, -0.23, 1, -6.5, 1112, 9, 665, -0.1%, 10, 9, -3.7%, -0.64, 1592, i, 11
> Cc1cccc(/C(N)=N/OC(=O)CCCN2C(=O)c3ccccc3C2=O)c1
→ 0.9, 1.5, 6.9, -0.53, -0.2, -0.33, 0.073, -0.3, 1351, nt, nt, -1.2%, 3, 7, 0.8%, -0.01, 1671, i, 26
> C=CCn1cnc2c(c1=O)c1nc3ccccc3nc1n2/N=C/c1cc(OC)c(OC)c(OC)c1
→ 8.5, 0.5, 36, 2.8, -0.18, 1.5, 0.94, -7.0, 951, nt, nt, -2.4%, -2, -23, 3.3%, -0.59, 1361, +, 44*
> O=C(CSc1n[nH]c(-c2ccccc2)n1)Nc1ccc(N2CCOCC2)cc1
→ 1.5, 1.5, 2.8, -0.42, -0.25, -0.21, 0.44, -3.0, 1053, -11, 664, 1.0%, 0, 0, -4.0%, -0.21, 1315, i, -17
> O=C(Nc1ccncc1)c1ccccc1-c1ccccc1
→ 8.0, 1.5, 7.1, -0.18, -0.28, 0.49, 0.88, -2.7, 1066, 2, 660, 0.3%, -4, 3, -2.8%, 0.45, 1683, i, 19
> O=C(NCCN1CCOCC1)C1CC(=O)N(c2ccc(F)c(Cl)c2)C1 (stereo not drawn)
→ 4.4, 1.8, 2.5, -0.67, -0.21, -0.48, 0.57, 0.9, 1116, 1, 651, -1.2%, -23, -12, -4.9%, 0.16, 1799, i, 1
> Cc1c(C(=O)Nc2ccc3c(c2)OCCO3)sc2nc(-c3ccccc3)cn12
→ 2.8, 2.2, 7.4, 0.72, -0.19, 0.079, 0.41, -0.6, 1182, -1, 706, -1.5%, 20, 16, -2.7%, -1.8, 648, i, 10
> CC(=O)Nc1ccc(S(=O)(=O)Oc2ccc(/C=C3\SC(N)=NC3=O)cc2)cc1
→ 2.9, 2.3, 6.9, -0.55, -0.28, -0.22, 0.45, -1.6, 1226, -10, 705, 2.1%, -5, -9, -24%, 1.4, 1215, i, -1
> COc1ccc(NC(=S)N/C(=N/S(=O)(=O)c2ccc(C)cc2)c2ccccc2)cc1
→ 1.6, 2.6, 4.4, 0.5, -0.3, 0.53, -1, -2.5, 1126, -3, 661, -0.9%, 6, 16, -4.0%, -0.28, 1282, i, 8
> CCN(CC)c1ccc(S(=O)(=O)Nc2cc(Cl)ccc2Cl)cc1NC(=S)NC(=O)C1CCCC1
→ 5.0, 1.8, 7.0, 0.14, -0.23, 0.15, -0.0011, nt, nt, -20, 629, -4.6%, 18, -2, -3.9%, 0.04, 1205, i, 13
> Cc1c(NC(=S)NC(=O)C2CCCCC2)c(=O)n(-c2ccccc2)n1C
→ 2.7, 2.8, 3.8, -0.65, -0.16, 0.48, 0.3, 1.6, 1001, -14, 589, 14%, -7, 2, 0.4%, nt, nt, i, -8
> CC(C)/C=N/Nc1nc2c(c(=O)n(C)c(=O)n2C)n1C
→ nt, nt, nt, 0.91, -0.2, 0.47, -1, -1.0, 1232, 15, 705, nt, nt, nt, nt, 0.2, 1063, nt, nt
> C/C(=N\NC(=O)c1nn(C)cc1Br)c1ccncc1
→ 1.2, 2.5, 9.9, -0.82, -0.22, -0.26, 0.7, -0.6, 907, -1, 654, -3.4%, 1, 21, 10%, 0.48, 1131, i, -29
> CN1CCN(c2ccc(C(=O)c3ccccc3)cc2[N+](=O)[O-])CC1
→ 3.6, 2.9, 1.5, 0.64, -0.19, 0.48, -0.34, 1.3, 1025, 4, 626, -1.6%, 22, 25, 1.6%, 0.07, 1317, i, 7
> CCOC(=O)C1=C(C)N=C2SCCC(=O)N2C1c1cccs1 (stereo not drawn)
→ 1.5, 2.1, 12, -0.37, -0.2, -0.061, -0.26, -1.0, 1058, nt, nt, 1.5%, -1, 7, -22%, 0.09, 1212, i, 1
> CCC(CC)NC(=O)Cn1c(C(C)NC(C)=O)nc2ccccc21 (stereo not drawn)
→ nt, nt, nt, -0.62, -0.84, -0.65, 0.32, -0.1, 1321, -1, 669, nt, nt, nt, nt, 0.04, 1002, nt, nt
> COc1ccc2c(c1)N(C(=O)CSc1n[nH]c(C)n1)C(C)(C)C=C2C
→ 2.1, 1.7, 3.5, -0.89, -0.24, -1.1, 0.42, -0.2, 1150, -8, 749, 5.3%, -3, -9, -4.0%, 0.3, 1305, i, 1
> Cc1cccc(/C=N/NC(=O)c2cc3c(s2)-c2ccccc2CC3)c1
→ 34*, 19*, 36*, 0.47, -0.23, -0.18, -0.26, -0.3, 1094, 11, 579, -3.7%, 13, 28, -2.7%, 0.38, 1652, i, -2
